Compound activity (PubChem BioAssay)
GPR151 activ = human GPR151 activation. Q8TDV0. PathHunter beta-arrestin GPR151 cells, luminescence. activation, % at 11.2 µM. 650,000 compounds, 1% hits; in the data active = activation above about 4.9%;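 also: 0% = median of compound wells and 100% = cells with positive control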
Target sequence (Q8TDV0 whole entry, looked up): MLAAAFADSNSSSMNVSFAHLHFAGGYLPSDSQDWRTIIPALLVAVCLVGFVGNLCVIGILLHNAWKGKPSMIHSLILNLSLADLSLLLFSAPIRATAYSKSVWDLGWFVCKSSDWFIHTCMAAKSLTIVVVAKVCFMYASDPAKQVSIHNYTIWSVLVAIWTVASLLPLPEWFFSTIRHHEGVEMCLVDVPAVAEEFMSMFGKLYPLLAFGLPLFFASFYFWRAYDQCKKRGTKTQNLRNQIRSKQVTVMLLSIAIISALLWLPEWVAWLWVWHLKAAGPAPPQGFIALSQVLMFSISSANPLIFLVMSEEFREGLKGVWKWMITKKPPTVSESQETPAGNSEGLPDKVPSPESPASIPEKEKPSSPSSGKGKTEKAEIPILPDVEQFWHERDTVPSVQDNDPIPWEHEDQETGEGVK
TEAD-YAP inh = TEAD-YAP interaction inhibition; HEK-TIYL cells, TEAD-Gal4/YAP UAS-luciferase luminescence; 640,000 compounds, 1.4% hits; inhibition, % at 9.12 µM; in the data active = inhibition above about 32%;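 also: 0% = median of test compound wells and 100% = reference inhibitor wells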
MITF primary = blocks human microphthalmia-associated transcription factor; O75030; AlphaScreen MITF homodimerization, bead proximity signal; inhibition, % at 2.6 µM; 650,000 compounds, 0.91% hits; AID 1259374; in the data active = inhibition above about 50%;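 also: 0% = vehicle wells with protein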
Target sequence (O75030 whole entry, looked up): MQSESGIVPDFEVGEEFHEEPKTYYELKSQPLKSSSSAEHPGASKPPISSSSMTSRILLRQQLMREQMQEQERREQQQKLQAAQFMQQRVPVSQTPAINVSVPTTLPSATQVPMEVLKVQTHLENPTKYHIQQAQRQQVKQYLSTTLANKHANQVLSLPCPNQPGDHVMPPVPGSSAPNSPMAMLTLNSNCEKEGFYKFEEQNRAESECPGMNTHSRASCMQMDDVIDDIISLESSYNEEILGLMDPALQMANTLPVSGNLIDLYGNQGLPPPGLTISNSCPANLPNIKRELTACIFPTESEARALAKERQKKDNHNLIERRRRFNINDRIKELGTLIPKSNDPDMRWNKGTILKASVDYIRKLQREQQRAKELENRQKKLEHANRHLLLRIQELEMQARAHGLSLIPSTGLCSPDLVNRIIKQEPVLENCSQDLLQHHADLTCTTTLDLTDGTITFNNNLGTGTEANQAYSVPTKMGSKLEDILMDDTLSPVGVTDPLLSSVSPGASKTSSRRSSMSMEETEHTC
FBW7 activator = human FBW7 E3 ligase activation, primary screen; Q969H0; AlphaScreen FBW7–phospho-cyclin E peptide binding, activator screen; normalized activity (activation), % at 26.1 µM; 650,000 compounds, 0.13% hits; in the data active = normalized activity above about 1.9%;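 also: purified mutant Fbw7 with reduced substrate affinity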
Starred values were filed as active, the others as inactive. The order is random; overall some 3.4% were active at least once.

Letters – A = GPR151 activ; B = TEAD-YAP inh; C = MITF primary; D = FBW7 activator
1) Cc1nc2cc(-c3ccc(F)cc3)nn2c(NCCCn2ccnc2)c1C
  A = -0.1; B = -51; C = 1; D = 0.0
2) CCN1CCc2c(OCc3ccc(C(=O)OC)o3)cccc2C1=O
  A = 0.5; B = -3; C = -6; D = 0.0
3) Cc1c(Cl)cccc1NC(=O)c1cc2nc(-c3ccccc3)cc(-c3ccccc3)n2n1
  A = -0.1; B = 10; C = -1; D = 0.3
4) COc1ccc(C(C)(C)C)cc1NC(=O)c1cccnc1
  A = -4.4; B = -5; C = -8; D = -0.2
5) O=c1[nH]c(N2CCCCC2)nc2c1CCN(Cc1coc3ccccc3c1=O)C2
  A = -1.1; B = 2; C = 4; D = 0.1
6) COC(=O)C(O)(c1ccc(NC(=O)Nc2ccccc2)cc1)C(F)(F)F (centres undefined)
  A = -2.5; B = -19; C = 10; D = 0.4
7) Cc1cc(NCc2cccnc2)nc(-c2cccc(N)c2)n1
  A = -1.4; B = 1; C = 1; D = -0.2
8) CCCn1c(=O)c(C(=O)Nc2nc3ccccc3[nH]2)c(O)c2ccccc21
  A = 0.1; B = -1; C = 5; D = -0.1
9) Cc1ccccc1CN1CCNC(=O)C1CC(=O)N1CCCCC1 (centres undefined)
  A = 1.5; B = -18; C = -15; D = 0.2
10) Cc1cccc(CNC(=O)C2CCCN2c2nnc(N3CCCC3=O)s2)c1 (centres undefined)
  A = 0.2; B = 2; C = 12; D = 0.3
11) Oc1ccc(CCNc2ccnc(Nc3ccc(C(F)(F)F)cc3)n2)cc1
  A = 2.0; B = 1; C = -7; D = -0.2
12) Cc1ccc(C(=O)Nc2nc3c(s2)CCC3C(=O)NCCCc2ccccc2)cc1 (centres undefined)
  A = -0.2; B = -36; C = -10; D = 0.0
13) COc1ccc(CN(C)Cc2nc(CCc3ccccc3)no2)c2cccnc12
  A = -1.4; B = 35*; C = 6; D = 0.6
14) Cn1cc(-c2ccc3cnc(Nc4ccccc4)c(F)c3c2)cn1
  A = -1.6; B = -50; C = 12; D = 0.5
15) CCc1ccc(NC(=O)CCC(=O)N/N=C/c2ccccc2I)cc1
  A = 1.6; B = 9; C = -5; D = 0.0
16) O=C1C2CC=CCC2C(=O)N1c1cccc(O)c1 (centres undefined)
  A = -1.4; B = -6; C = 16; D = 0.0
17) CCN(C)c1ccc(/C=C(\C#N)c2[nH]nc(N)c2C#N)cc1
  A = 0.9; B = -42; C = 2; D = -0.1
18) Cc1ncc(CO)c(/C=N/NC(=O)c2ccccc2NS(=O)(=O)c2cccs2)c1O
  A = -1.9; B = 4; C = 14; D = -0.8
19) COc1ccc(S(=O)(=O)Nc2ccc(N(C)C(C)=O)cc2)cc1
  A = -1.9; B = -4; C = 12; D = -0.2
20) CCCSc1ncc(Cl)c(C(=O)Nc2c(C)n(C)n(-c3ccccc3)c2=O)n1
  A = -0.8; B = -6; C = 5; D = -0.1
21) CC(C)(C)C(=O)NC1CCN(CC(=O)Nc2ccc3c(c2)OCCO3)CC1
  A = -0.5; B = -1; C = 22; D = 0.0
22) O=C(N/N=C/c1cccc(Cl)c1Cl)c1ccccc1O
  A = 0.0; B = -16; C = -14; D = -0.1
23) CCOC(=O)c1sc(NC(=O)c2cc(OC)c(OC)c(OC)c2)c(C(=O)OCC)c1C
  A = -0.3; B = 2; C = 22; D = 0.0
24) O=C(/C=C/c1ccccc1)c1ccc(O)cc1
  A = -7.2; B = -40; C = 19; D = 0.2
25) CC1(C)NC(C)(C)/C(=C/c2cccs2)C(=O)C1=O
  A = 0.7; B = 13; C = 2; D = -0.1

15 compounds from above, ordered by number of heavy atoms, high to low.
Letters – A = GPR151 activ; B = TEAD-YAP inh; C = MITF primary; D = FBW7 activator
3) Cc1c(Cl)cccc1NC(=O)c1cc2nc(-c3ccccc3)cc(-c3ccccc3)n2n1
  A = -0.1; B = 10; C = -1; D = 0.3
23) CCOC(=O)c1sc(NC(=O)c2cc(OC)c(OC)c(OC)c2)c(C(=O)OCC)c1C
  A = -0.3; B = 2; C = 22; D = 0.0
18) Cc1ncc(CO)c(/C=N/NC(=O)c2ccccc2NS(=O)(=O)c2cccs2)c1O
  A = -1.9; B = 4; C = 14; D = -0.8
13) COc1ccc(CN(C)Cc2nc(CCc3ccccc3)no2)c2cccnc12
  A = -1.4; B = 35*; C = 6; D = 0.6
20) CCCSc1ncc(Cl)c(C(=O)Nc2c(C)n(C)n(-c3ccccc3)c2=O)n1
  A = -0.8; B = -6; C = 5; D = -0.1
8) CCCn1c(=O)c(C(=O)Nc2nc3ccccc3[nH]2)c(O)c2ccccc21
  A = 0.1; B = -1; C = 5; D = -0.1
6) COC(=O)C(O)(c1ccc(NC(=O)Nc2ccccc2)cc1)C(F)(F)F (centres undefined)
  A = -2.5; B = -19; C = 10; D = 0.4
15) CCc1ccc(NC(=O)CCC(=O)N/N=C/c2ccccc2I)cc1
  A = 1.6; B = 9; C = -5; D = 0.0
2) CCN1CCc2c(OCc3ccc(C(=O)OC)o3)cccc2C1=O
  A = 0.5; B = -3; C = -6; D = 0.0
19) COc1ccc(S(=O)(=O)Nc2ccc(N(C)C(C)=O)cc2)cc1
  A = -1.9; B = -4; C = 12; D = -0.2
7) Cc1cc(NCc2cccnc2)nc(-c2cccc(N)c2)n1
  A = -1.4; B = 1; C = 1; D = -0.2
4) COc1ccc(C(C)(C)C)cc1NC(=O)c1cccnc1
  A = -4.4; B = -5; C = -8; D = -0.2
22) O=C(N/N=C/c1cccc(Cl)c1Cl)c1ccccc1O
  A = 0.0; B = -16; C = -14; D = -0.1
25) CC1(C)NC(C)(C)/C(=C/c2cccs2)C(=O)C1=O
  A = 0.7; B = 13; C = 2; D = -0.1
24) O=C(/C=C/c1ccccc1)c1ccc(O)cc1
  A = -7.2; B = -40; C = 19; D = 0.2

Other results
Letters – A = GPR151 activ; B = TEAD-YAP inh; C = MITF primary; D = FBW7 activator
26) CCCCNC(=O)CSc1nnc2c3cc(C)ccc3n(CC(=O)O)c2n1
  A = -0.5; B = -15; C = -4; D = -0.3
27) CCc1cc(-c2n[nH]c(C(=O)O)c2-c2nc(C)cs2)c(O)cc1O
  A = -0.2; B = 5; C = 0; D = 0.3
28) CCCn1ncc(C)c1NC(=O)Cn1nc2c(C)cc3ccc(OC)cc3n2c1=O
  A = 2.2; B = 1; C = 9; D = 1.3
29) CC1(C)CC(=O)C2=C(C1)OC(N)=C(C#N)C2c1cc(C(C)(C)C)c(O)c(C(C)(C)C)c1 (centres undefined)
  A = 1.1; B = 80*; C = 11; D = 0.3
30) CC1CN(C(=O)c2ccncc2)CC(C)O1 (centres undefined)
  A = 0.7; B = -2; C = -3; D = -0.3
31) CC(C)(C)c1ccc(C(=O)Nc2ccc3nc(SCC(=O)NC4CC4)sc3c2)cc1
  A = 0.2; B = 5; C = -1; D = -0.1
32) Cn1c(SCCN2CCOCC2)nnc1-c1ccccc1Br
  A = 0.7; B = 0; C = 31; D = -0.1
33) Cc1cc(-c2ccc(Br)cc2)c(C#N)c(N)n1
  A = 4.4; B = -4; C = -11; D = -0.1
34) NC(=O)C1CCN(C(=O)CCCCCn2c(=O)[nH]c3ccsc3c2=O)CC1
  A = -1.0; B = 0; C = 14; D = 0.1
35) CC(=O)Nc1ccc(OCc2ccccc2)cc1
  A = -1.6; B = -44; C = -13; D = 0.0
36) O=S(=O)(NC1CCN(Cc2ccccc2)CC1)c1ccc(-n2cccn2)cc1
  A = -1.6; B = -13; C = -6; D = -0.1
37) CCOC(=O)c1ccc(N=c2oc3cc(O)ccc3cc2-c2nc3ccccc3[nH]2)cc1
  A = -0.8; B = -1; C = 8; D = 0.0
38) COC(=O)c1c(F)c(F)c(Oc2ccc(C(C)=O)cc2)c(F)c1F
  A = -0.4; B = -3; C = 2; D = -0.1
39) COC(=O)c1sc(N)c(C(=O)OC)c1COC(=O)CSc1ccc(F)cc1
  A = 0.5; B = -10; C = -1; D = 0.0
40) O=C(N1CCN(S(=O)(=O)c2ccc(F)cc2)CC1)N(c1ccccc1)c1ccccc1
  A = -0.7; B = 9; C = -8; D = -0.1
41) COC(=O)c1ccc(NC(=O)C(C)Sc2nnc(N)s2)cc1 (centres undefined)
  A = 1.8; B = 6; C = -14; D = -0.1
42) O=S(=O)(c1ccc(Cl)cc1)C1(S(=O)(=O)c2ccc(Cl)cc2)CC1
  A = 0.5; B = 6; C = 12; D = 0.1
43) COc1ccc(S(=O)(=O)NCC(c2ccsc2)N2CCCCCC2)cc1OC (centres undefined)
  A = -1.8; B = 1; C = 13; D = 0.2
44) CCOc1cc(-c2noc(-c3ccco3)n2)ccc1OC
  A = 0.2; B = -49; C = -3; D = -0.1
45) Fc1cc(-c2cn[nH]c2)cc(-c2ccnc(Nc3ccc(-n4cnc(C(F)(F)F)n4)cc3)n2)c1
  A = -0.1; B = -5; C = 18; D = -0.1
46) CCOC(=O)c1cc(S(=O)(=O)Nc2cccc(SC)c2)cn1C
  A = 0.4; B = 30; C = 11; D = -0.1
47) Cc1ccc(C)c(NC(=O)C(=O)NC(C)C)c1
  A = -0.6; B = 0; C = -1; D = 0.1
48) COc1cccc(/C=N/Nc2ccc(S(N)(=O)=O)cc2)c1
  A = 2.8; B = -20; C = 1; D = -0.1
49) O=C(Cn1c(=O)n(-c2ccccc2)c(=O)c2oc3ccccc3c21)NCc1ccccc1
  A = -0.6; B = 0; C = -14; D = -0.2
50) Cc1ccc(CNC(=O)CSc2nnc(C)c(=O)[nH]2)cc1
  A = 0.2; B = 5; C = 19; D = 0.6

Look-ups from the entries so far.
O=S(=O)(NC1CCN(Cc2ccccc2)CC1)c1ccc(-n2cccn2)cc1 in GPR151 activ is listed with -1.6
Cc1ccc(C(=O)Nc2nc3c(s2)CCC3C(=O)NCCCc2ccccc2)cc1 (centres undefined) in TEAD-YAP inh is listed with -36

New compounds follow
Letters – A = GPR151 activ; B = TEAD-YAP inh; C = MITF primary; D = FBW7 activator
51) CCCCCCOc1ccc(N2C(=O)CC(N3CCN(c4ccc(OC)cc4)CC3)C2=O)cc1 (centres undefined)
  A = 0.8; B = 4; C = 3; D = 0.1
52) CCOC(=O)N1CCN(CC(O)COc2ccc(NC(C)=O)cc2)CC1 (centres undefined)
  A = 4.3; B = 6; C = 6; D = 0.8
53) COC(=O)c1c(-c2ccc(F)cc2)csc1NC(=O)CCC(=O)O
  A = 0.9; B = 5; C = 7; D = 0.0
54) COc1ccc(NC(=O)CCCCCn2c(SCC(=O)Nc3ccccc3OC)nc3ccsc3c2=O)cc1
  A = -0.9; B = 5; C = 5; D = -0.1
55) CC(C)(C)SCCNC(=O)CN(c1ccccc1Br)S(C)(=O)=O
  A = -1.6; B = 3; C = 2; D = 0.6
56) O=c1nc(SCc2ccccc2)c2c(n1Cc1ccco1)CCC2
  A = -0.1; B = 7; C = -2; D = -0.1
57) COc1cc(NC(=O)C/C(C)=N/NC(=O)c2ccccn2)c(OC)cc1Cl
  A = -2.9; B = -9; C = 17; D = -0.4
58) O=C(NCCCN1CCOCC1)c1cc2nc(-c3ccco3)cc(C(F)(F)F)n2n1
  A = -0.1; B = -7; C = 2; D = 0.5
59) CC(C)c1nnc(NC(=O)C2CCCN2C(=O)NC2CCCCC2)s1 (centres undefined)
  A = -0.3; B = 0; C = 8; D = 0.0
60) O=C(NCc1ccccn1)c1cccc2ccccc12
  A = -0.4; B = -12; C = 18; D = -0.4
61) O=C(Nc1ccc2ccccc2c1)N1CCN(c2ccc(C(F)(F)F)cc2[N+](=O)[O-])CC1
  A = -1.3; B = -6; C = -8; D = -0.1
62) O=C(CN(C(=O)c1csnn1)c1ccccc1)NCc1ccc2c(c1)OCO2
  A = -0.6; B = -6; C = 1; D = -0.2
63) CCN(CC)CCNCc1ccc(Br)cc1OCC(=O)NCc1ccccc1
  A = -0.8; B = 3; C = 9; D = -0.1
64) CCOc1ccc(S(=O)(=O)Nc2ccc3c(c2)CCCN3C(=O)CC)cc1C
  A = 0.7; B = 13; C = -8; D = -0.2
65) COc1ccc(N2C(=O)NC(=O)/C(=C\c3cc(OC)c(OC)c(OC)c3)C2=O)cc1
  A = 1.7; B = 9; C = 17; D = 0.0
66) O=C(Cc1ccccc1)NCC(=O)OCC(=O)c1cccc2ccccc12
  A = 1.1; B = 1; C = -11; D = -0.3
67) CCOC(=O)c1oc2ccc(OC)cc2c1NC(=O)CN1CCN(C)CC1
  A = -2.3; B = 3; C = 9; D = 0.6
68) C[C@@H](OCc1ccccc1)[C@@H]1NC(=O)[C@H]2CN(C(=O)Nc3cccc(F)c3)CCN2C1=O
  A = 1.7; B = 9; C = 75*; D = -0.2
69) O=C(N[C@H]1C[C@H]2C(=O)N[C@@H](Cc3ccccc3)C(=O)N2C1)Oc1ccc(F)cc1
  A = -2.4; B = -2; C = -10; D = -0.1
70) Cc1ccc(NS(=O)(=O)c2cccc(C(=O)N3CCCc4ccccc43)c2)cc1
  A = 0.5; B = 11; C = 9; D = -0.1
71) O=C(CCCCCn1c(=S)[nH]c2ccccc2c1=O)N1CCC(O)(c2cccc(C(F)(F)F)c2)CC1
  A = -0.2; B = 11; C = 13; D = -0.1
72) CCOC(=O)c1cnc2ccc(OCC)cc2c1Nc1cccc(O)c1
  A = 1.0; B = -9; C = 12; D = 0.1
73) CCC[C@@H]1NC(=O)[C@@H]2C[C@H](NCc3ccc(C)cc3)CN2C1=O
  A = 1.9; B = -8; C = -9; D = -0.1
